# PglD inh: inhibitors of Campylobacter jejuni PglD acetyltransferase | purified PglD enzyme, DTNB colorimetric CoA detection | inhibition, % at 12.5 µM | 360,000 tested, 0.098% active | AID 602405; in the data active = inhibition above about 16%, passing the limit was not always enough; inconclusive = no clear call, values can overlap the other calls; note: strong numbers were not always called active
# S100A4 inh HTS: S100A4-myosin IIA interaction inhibition. P26447. S100A4/TAMRA-MyoIIA peptide fluorescence polarization. inhibition, % at 10.7 µM. 360,000 tested, 0.14% active;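 active = mean inhibition of at least 70% across replicates, with every replicate also reaching that level; inconclusive = mean inhibition reaches 70% but some replicates fall short; inactive = mean inhibition below 70%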
# Target sequence (P26447 whole entry, looked up): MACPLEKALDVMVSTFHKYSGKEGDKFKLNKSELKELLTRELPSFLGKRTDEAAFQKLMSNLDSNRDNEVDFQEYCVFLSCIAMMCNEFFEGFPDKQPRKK
#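 assay system = human S100A4 monomer with TAMRA-labelled myosin IIA peptide | also added = labelled myosin peptide probe, 5 nM | incubation = 5 min between mix addition and reading | control set = DMSO and TFP controls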
# ERAP1 inh: inhibitors of human ERAP1 aminopeptidase. recombinant ERAP1, Leu-AMC fluorescence, 60 min. Q9NZ08. 340,000 tested, 0.15% active. inhibition, % at 10.7 µM. AID 652197;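 active = mean replicate inhibition of at least 30%, or all replicates individually reaching that 30% level; inactive = mean below 30% and not every replicate reaching it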;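 note: 0% = neutral control wells and 100% = L-leucinethiol positive control wells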
# Target sequence (Q9NZ08 whole entry, looked up): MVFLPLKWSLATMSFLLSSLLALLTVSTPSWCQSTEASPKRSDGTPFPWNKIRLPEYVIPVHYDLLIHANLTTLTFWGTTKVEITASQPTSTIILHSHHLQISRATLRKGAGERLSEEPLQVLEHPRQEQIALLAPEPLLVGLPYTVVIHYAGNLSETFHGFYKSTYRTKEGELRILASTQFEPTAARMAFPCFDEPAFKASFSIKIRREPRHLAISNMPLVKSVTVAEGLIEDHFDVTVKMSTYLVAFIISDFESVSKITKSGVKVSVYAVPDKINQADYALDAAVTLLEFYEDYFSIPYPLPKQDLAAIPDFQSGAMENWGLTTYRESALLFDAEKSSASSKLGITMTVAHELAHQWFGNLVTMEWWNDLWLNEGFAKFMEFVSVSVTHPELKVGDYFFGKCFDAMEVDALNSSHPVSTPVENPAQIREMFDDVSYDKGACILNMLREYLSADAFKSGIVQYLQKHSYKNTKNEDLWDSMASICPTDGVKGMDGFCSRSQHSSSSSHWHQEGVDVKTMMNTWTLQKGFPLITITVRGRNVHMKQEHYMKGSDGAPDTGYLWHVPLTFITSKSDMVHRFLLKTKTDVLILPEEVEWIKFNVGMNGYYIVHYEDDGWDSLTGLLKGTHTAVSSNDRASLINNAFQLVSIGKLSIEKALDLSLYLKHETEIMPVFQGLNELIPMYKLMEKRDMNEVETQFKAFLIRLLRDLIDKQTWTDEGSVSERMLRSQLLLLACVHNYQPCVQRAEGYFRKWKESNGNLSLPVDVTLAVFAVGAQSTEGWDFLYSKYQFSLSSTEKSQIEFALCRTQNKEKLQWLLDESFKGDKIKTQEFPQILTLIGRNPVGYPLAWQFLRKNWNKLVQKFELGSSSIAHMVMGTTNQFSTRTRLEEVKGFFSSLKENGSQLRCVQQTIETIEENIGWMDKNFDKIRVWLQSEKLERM
# PAX8 inh HTS: lowers PAX8-driven luciferase in RMG-I cells; RMG-I TPO-luciferase reporter, SteadyGlo, 24 h; inhibition, % at 12.6 µM; AID 652154; 360,000 tested, 1.2% active;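 active = mean replicate inhibition at least 60% with every replicate also reaching 60%; inconclusive = only one of the two criteria is met; inactive = mean below 60% and not all replicates reaching 60%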;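 note: luciferase light reporting Pax8 driven TPO promoter activity; plate controls were median of neutral control wells for no effect and mitoxantrone controls for full effect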
# FN deposit inh: fibronectin deposition inhibition; AID 743247; 350,000 tested, 0.086% active; AH1F fibroblasts, Alexa488-fibronectin deposition fluorescence, overnight; inhibition, % at 12.6 µM;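 active = mean inhibition across replicates of 30% or more, regardless of how many single replicates reach that level; inconclusive = mean under 30% yet at least half of replicates reach 30%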;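 note: positive control wells lacked labelled fibronectin entirely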
#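 test system = AH1F fibroblasts assembling fluorescent fibronectin matrix | quantity = 10000 AH1F cells per well | buffer or medium = DMEM plus 2% serum, read in PBS | doses = single dose, pinned | incubation = 1 h cell attachment, overnight exposure to compound and label | detection = fluorescence at 485 nm excitation, 525 nm emission | read-out basis = inhibition from reduced deposited-fibronectin fluorescence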
# PGC1a acetyl inh: modulators of PGC1a acetylation; 350,000 tested, 0.17% active; AID 651687; U2OS PGC1a acetylation, AlphaScreen anti-acetyl-lysine; with virally co-expressed GCN5 acetyltransferase; inhibition, % at 15.6 µM;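 active = every replicate shows inhibition of at least 40%; inconclusive = mean inhibition at least 40% but some replicate below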;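 note: 0% = neutral control wells and 100% = positive control wells; some results beyond the cut were filed as inactive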
# EWS-Fli inh: blocks EWS/Fli oncoprotein-driven transcription; 350,000 tested, 0.67% active; A673 NR0B1-luciferase reporter, viability-normalised; inhibition, % at 12.6 µM; AID 651661;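 active = mean inhibition of at least 50% after viability correction, with every replicate also passing that limit; inconclusive = mean reaches 50% but only one of two replicates passes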;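 note: firefly luciferase signal divided by Alamar Blue viability fluorescence both relative to DMSO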
# LGR2 inh: inhibitors of bursicon-induced Drosophila LGR2 receptor cAMP signaling. HEK293 LGR2, CRE-luciferase, bursicon-stimulated, 4 h. inhibition, % at 9.99 µM. 380,000 tested, 0.35% active. AID 720647;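 active = drop in luminescence signal, shown as inhibition above about 50% in the replicate tests, limit read from the data, passing the limit was not always enough; inconclusive = probably only some replicates passing the limit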;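 note: agonist challenge used bursicon conditioned medium at about half maximal strength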
# * = called active by the depositor; ? = inconclusive; nt = no result given; & = joins results of further samples; ! = not confirmed by another sample. The list is partial. The share of hits here may be higher or lower than overall.
# Every second line gives: PglD inh, S100A4 inh HTS, ERAP1 inh, PAX8 inh HTS, FN deposit inh, PGC1a acetyl inh, EWS-Fli inh, LGR2 inh
> c1ccc(CC2=NCCN2)cc1
    -5, 2, 1, -5, -5, nt, 2, 13
> C=CC1=C(C(=O)O)N2C(=O)[C@@H](NC(=O)/C(=N\O)c3csc(N)n3)[C@H]2SC1 (stereo in doubt)
    1, -4, 0, -21, -5, 5, 6, -7
> CC(=O)c1ccc2c(c1)N(CCCN(C)C)c1ccccc1S2
    -6, 11, 3, 1, nt, -8, -5, -12
> CCCNC(C)C(=O)Nc1c(C)csc1C(=O)OC (stereo unspecified)
    2, 1, 0, -12, 3, -6, -24, nt
> Cc1cc(-c2ccccc2)nnc1NCCN1CCOCC1
    -15, -2, -4, -13, -11, -2, -8, -7
> NC(=O)c1cccc(-c2cc(Nc3ccc(OC(F)(F)F)cc3)ncn2)c1
    4, 0, 2, 9, 2, -5, 5, 3
> CCOc1ccc(NC(=O)Cn2cc(C(=O)c3ccco3)c3ccccc32)cc1
    -2, nt, nt, nt, 6, -3, nt, 12
> Oc1ccc(/C=C/c2cc(O)cc(O)c2)cc1
    -2, 0&-11, -1, -227, 3, -19, -31, -76
> COc1cc2c(cc1OC)C(=O)C(CC1CCN(Cc3ccccc3)CC1)C2 (stereo unspecified)
    3, -4, -3, -17, 4, nt, 12, 6
> CN1CCOC(c2ccccc2)c2ccccc2C1 (stereo unspecified)
    -2, -1, 3, -14, -4, nt, 1, nt
> CC(COc1ccccc1)NC(C)C(O)c1ccc(O)cc1 (stereo unspecified)
    4, -2, -6, 13, 1, -15, 5, -11
> Cc1nc2ccccn2c(=O)c1CCN1CCC(C(=O)c2ccc(F)cc2)CC1
    7, -13, -4, 16, -3, 5, 5, 2
> COC(=O)c1ccc(O)cc1
    1, 2, 1, 7, 7, 3, 3, -10
> CC(=O)OCC1=C[C@@H]2OC(=O)C3=CO[C@@H](O[C@@H]4O[C@H](CO)[C@@H](O)[C@H](O)[C@H]4O)[C@H]1[C@@H]32
    8, -9, -2, 4, 11, nt, -8, -4
> C/C=C(/C)C(=O)O[C@@H]1c2c(ccc3ccc(=O)oc23)OC(C)(C)[C@@H]1OC(=O)/C(C)=C\C
    0, -1, -2, 26, -18, nt, 1, 41
> CC1(C)Cc2c(sc(NC(=S)NC(=O)c3ccccc3)c2C(=O)O)CO1
    nt, 0, 0, -25, 6, nt, -13, 13
> CCc1cc(=O)oc2c(CNC(Cc3ccccc3)C(=O)O)c(O)ccc12 (stereo unspecified)
    nt, -4, -3, -36, -5, nt, -2, 2
> C=C[C@H]1CN2CC[C@H]1C[C@@H]2[C@@H](O)c1ccnc2ccc(OC)cc12
    0&-3&2, -4&-2&-1, 3&-3&-1, 3&4&-6, -2&11&1, 0&-17&31, -2&7&2, 7&18
> CC1(C)OC2CC(=O)OCC23C1CC(=O)C1(C)C3CCC2(C)C(c3ccoc3)OC(=O)C3OC321 (stereo unspecified)
    -5, -5, 0, nt, nt, 10, -2, nt
> COc1ccc(/C=C/C(=O)Nc2ccccc2C(=O)O)cc1OC
    2, -2&-1, -2, 0, 0, nt, 40, 81*
> O=C(CCNNC(=O)c1ccncc1)NCc1ccccc1
    -1, -5, -1, -4, -2, ?, -3, -11
> CC[N+](C)(CC)CCOC(=O)C(O)(c1ccccc1)C1CCCCC1 (stereo unspecified)
    5, -2&23, -4, 2, -4&6, nt, 2, 14
> CC(C(=O)O)c1ccc(C(=O)c2cccs2)cc1 (stereo unspecified)
    2, 9, 3, -4, -4, 0, -10, -1
> CCCn1cnc2c1c(=O)n(CCCCC(C)=O)c(=O)n2C
    4, -1, -2, -17, 6, nt, 3, -14
> CC1COc2c(N3CCN(C)CC3)c(F)cc3c(=O)c(C(=O)O)cn1c23 (stereo unspecified)
    6, -10&1, 2, 1, -5, 1, 3, -27
> NC(=O)c1cn(Cc2c(F)cccc2F)nn1
    0, -4, 1, -2, 2, -3, -7, -20
> COc1cc2c(c(OC)c1OC)-c1c(cc3c(c1OC)OCO3)[C@@H](OC(C)=O)[C@H](C)[C@H](C)C2
    2, 3, 5, -19, 4, -8, -8, 1
> CCOc1ccccc1C(N)=O
    6, -3, 5, nt, nt, -9, 7, 11
> Cc1ccc(CN2CCN(Cc3cccc4nccnc34)CC2CCO)cc1 (stereo unspecified)
    4, 8, -2, -8, -4, -1, -3, 9
> OC(C#CCN1CCCC1)(c1ccccc1)c1ccccc1
    -7, -12, 1, nt, 2, 8, 2, 3

# Next section, starting with the last two of the part before.
# Every second line gives: PglD inh, S100A4 inh HTS, ERAP1 inh, PAX8 inh HTS, FN deposit inh, PGC1a acetyl inh, EWS-Fli inh, LGR2 inh
> Cc1ccc(CN2CCN(Cc3cccc4nccnc34)CC2CCO)cc1 (stereo unspecified)
    4, 8, -2, -8, -4, -1, -3, 9
> OC(C#CCN1CCCC1)(c1ccccc1)c1ccccc1
    -7, -12, 1, nt, 2, 8, 2, 3
> c1ccc(CN(CC2=NCCN2)c2ccccc2)cc1
    5&3, 8&-17&0, -2&-2, -11&-12, 4&-5&5, -20&13, 1&-9, nt
> C1CCC(C(CC2CCCCN2)C2CCCCC2)CC1 (stereo unspecified)
    -6&0, 9&3, -5&-4, -4&11, 6&-4, -15&-28, ?, 58*!
> C[C@]12CCC(=O)C=C1CC[C@@H]1[C@@H]2CC[C@@]2(C)[C@H]1CC[C@]2(O)C(=O)CO
    4, 0, 0, -1, -6, -1, -1, 26
> Cn1c(=O)c2c(ncn2CC2OCCO2)n(C)c1=O
    -1, -5, -1, 18, -4, -13, 11, -8
> CC(=O)c1ccc(S(=O)(=O)NC(=O)NC2CCCCC2)cc1
    -4, 5, -1, -6, 2, 4, -14, -17
> COc1ccccc1N1CCN(CCCNc2cc(=O)n(C)c(=O)n2C)CC1
    -2, 3, -4, -7, nt, 2, 0, 15
> OCCN1CCN(CCCN2c3ccccc3Sc3ccc(Cl)cc32)CC1
    1, -1&-11, 16, -10, 1, -24, 21, 17
> CC12CCC(CC1)C(C)(C)O2
    1, -2, nt, nt, nt, 0, 0, 17
> COc1ccc(C(=O)NCc2ccc(OCCN(C)C)cc2)cc1OC
    0, -5, 0, 3, 0, 10, 4, 11
> CC(=O)Nc1ccc(C(=O)O)cc1
    -1, -2, 4, nt, nt, 7, -1, -34
> CCOC(=O)c1ccc(N)cc1
    -1, -1, 0, -51, -2, nt, -23, -3
> O=C(CCN1CCC(c2ccccc2)C1)c1ccc2c(c1)OCCO2 (stereo unspecified)
    6, -2&-4, -2, 76*, -3, -12, -3, -36
> C=C[C@@H]1CN2CCC1C[C@@H]2[C@@H](O)c1ccnc2ccc(OC)cc12 (stereo partly specified)
    3&-4, 1&5, 1&1, -3&-7, 4, 1, 3&6, -10&-1
> CCN(CC)CCNC(=O)c1cc(Cl)c(N)cc1OC
    6, -6&3, -1, -20, 1&0, -12, 0, nt
> Cc1cc(Nc2cc(N3CCN(C)CC3)nc(Sc3ccc(NC(=O)C4CC4)cc3)n2)n[nH]1
    -4, -10, -3, 20, -5, nt, 6, 26
> O=C(c1ccc(F)cc1)C1CCN(CCn2c(=O)[nH]c3ccccc3c2=O)CC1
    9&12, 3&-1, -5&-5, -5&3, nt, -10, 0&-1, -25&-19
> COc1ccc(C(=O)CC(=O)c2ccc(C(C)(C)C)cc2)cc1
    3, 1, -4, -22, 5, -1, 5, -18
> O=C(NCCc1c[nH]c2ccccc12)c1cccnc1
    -1, -10, 2, 71*, -3, -23, -2, nt
> CC[n+]1c(C)sc2cc(OC)ccc21
    nt, -11, 30*, 11, 9, nt, 19, 4
> CCC(C)n1ncn(-c2ccc(N3CCN(c4ccc(OCC5COC(Cn6cncn6)(c6ccc(Cl)cc6Cl)O5)cc4)CC3)cc2)c1=O (stereo unspecified)
    1&1, 8&-6, 2, 3, 13&9, -4, 25, -2
> CN1CCN(C(c2ccccc2)c2ccccc2)CC1
    0, 18, -3, -7, 3, 14, -8, 12
> CN(C)CCOC(C)(c1ccccc1)c1ccccn1 (stereo unspecified)
    -1, -7, -3, -11, -9, 13, -3, nt
> CC(=O)NC(Cc1ccccc1)C(=O)O (stereo unspecified)
    -4, 0, -1, nt, nt, -7, -4, -28
> Cc1c(NC(=O)c2cccnc2)c(=O)n(-c2ccccc2)n1C
    -5, 0, -4, -5, -1, 4, -1, nt
> CCCCCCO
    0, 9, -1, nt, nt, -9, 2, 21

# Among those listed so far, these have an aryl methoxy group:
# Every second line gives: PglD inh, S100A4 inh HTS, ERAP1 inh, PAX8 inh HTS, FN deposit inh, PGC1a acetyl inh, EWS-Fli inh, LGR2 inh
> COc1cc2c(cc1OC)C(=O)C(CC1CCN(Cc3ccccc3)CC1)C2 (stereo unspecified)
    3, -4, -3, -17, 4, nt, 12, 6
> C=C[C@H]1CN2CC[C@H]1C[C@@H]2[C@@H](O)c1ccnc2ccc(OC)cc12
    0&-3&2, -4&-2&-1, 3&-3&-1, 3&4&-6, -2&11&1, 0&-17&31, -2&7&2, 7&18
> COc1ccc(/C=C/C(=O)Nc2ccccc2C(=O)O)cc1OC
    2, -2&-1, -2, 0, 0, nt, 40, 81*
> COc1cc2c(c(OC)c1OC)-c1c(cc3c(c1OC)OCO3)[C@@H](OC(C)=O)[C@H](C)[C@H](C)C2
    2, 3, 5, -19, 4, -8, -8, 1
> COc1ccccc1N1CCN(CCCNc2cc(=O)n(C)c(=O)n2C)CC1
    -2, 3, -4, -7, nt, 2, 0, 15
> COc1ccc(C(=O)NCc2ccc(OCCN(C)C)cc2)cc1OC
    0, -5, 0, 3, 0, 10, 4, 11
> C=C[C@@H]1CN2CCC1C[C@@H]2[C@@H](O)c1ccnc2ccc(OC)cc12 (stereo partly specified)
    3&-4, 1&5, 1&1, -3&-7, 4, 1, 3&6, -10&-1
> CCN(CC)CCNC(=O)c1cc(Cl)c(N)cc1OC
    6, -6&3, -1, -20, 1&0, -12, 0, nt
> COc1ccc(C(=O)CC(=O)c2ccc(C(C)(C)C)cc2)cc1
    3, 1, -4, -22, 5, -1, 5, -18
> CC[n+]1c(C)sc2cc(OC)ccc21
    nt, -11, 30*, 11, 9, nt, 19, 4
